# MKP-3 inhibition = inhibition of rat DUSP6 enzyme activity – biochemical, in vitro, primary screen (AID 425). recombinant MKP-3 phosphatase activity, fluorescence; higher % means a stronger effect. inhibition, % at 20 µM, or IC50 in µM where a hit was titrated. 0.17% of 110,000 active; in the data active = inhibition above about 50%;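 note: plate controls were vehicle for no effect and reference inhibitor for full effect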
# Hsp70 inhibitors = small molecules displacing fluorescent ligand from Hsp70 – biochemical, fluorescence polarization, primary screen (AID 583). 0.06% of 140,000 active. Hsp70 fluorescence polarization probe displacement, mP; higher % means a stronger effect. one-dose displacement, % at 20 µM; IC50 in µM for titrated hits; in the data active = displacement above about 50%;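 note: plate controls were vehicle for no effect and reference ligand for full effect; a part of the inactive calls stands beside numbers as strong as those of hits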
# * hit, by the source's call; . = not tested or not shown; & = joins results of further samples.
SMILES,MKP-3 inhibition,Hsp70 inhibitors
O=C1c2oc3ccc(Cl)cc3c(=O)c2C(c2cccc(Br)c2)N1CCO (centres undefined),-2%,-3.3%
CC1(C)NC(=O)N(CC(O)CN2C(=O)NC(C)(C)C2=O)C1=O,8%,-0.3%
O=C1c2cccc3c([N+](=O)[O-])ccc(c23)C(=O)N1c1ccc(O)cc1,2%,4.5%
Cc1occc1-c1nnc(SCC(=O)Nc2ccccc2-c2ccccc2)n1C,-9%,0.9%
Cc1ccc2c(c1)-c1c(ssc1=S)C(C)(C)N2C(=O)CSc1nc(C)cc(C)n1,8%,-1.5%
COc1cccc(NC(=O)CN(c2ccc(C(C)C)cc2)S(=O)(=O)c2ccccc2)c1,1%,2.5%
COC(=O)CON1C(=O)c2ccccc2C1=O,.,-0.7%
CN(C)/C=C/C=C/C(=O)c1cccc(C(=O)/C=C/C=C/N(C)C)c1O,0%,1.2%
CCC(C(=O)Nc1ccc(C)c(C)c1)c1ccccc1 (centres undefined),-3%,-0.8%
COc1ccc(-c2cc(C(=O)Nc3nc4ccc(S(C)(=O)=O)cc4s3)c3ccccc3n2)cc1OC,0%,0.4%

# Entries from the list above that contain sulfur:
SMILES,MKP-3 inhibition,Hsp70 inhibitors
Cc1occc1-c1nnc(SCC(=O)Nc2ccccc2-c2ccccc2)n1C,-9%,0.9%
Cc1ccc2c(c1)-c1c(ssc1=S)C(C)(C)N2C(=O)CSc1nc(C)cc(C)n1,8%,-1.5%
COc1cccc(NC(=O)CN(c2ccc(C(C)C)cc2)S(=O)(=O)c2ccccc2)c1,1%,2.5%
COc1ccc(-c2cc(C(=O)Nc3nc4ccc(S(C)(=O)=O)cc4s3)c3ccccc3n2)cc1OC,0%,0.4%

# Next section.
SMILES,MKP-3 inhibition,Hsp70 inhibitors
COc1ccc2c(c1)CC/C(=C\Nc1ccc3c(c1)OCO3)C2=O,.,5.5%
CCN1CCN(C(c2cccs2)C(C)NC(=O)c2c(F)cccc2F)CC1 (centres undefined),2%,-1.0%
COc1ccc2oc(=O)c(C(=O)NCc3cccnc3)cc2c1,.,-3.7%
CCCC1(C)SC(NC(C)=O)=NN1C(C)=O (centres undefined),.,5.5%
Oc1ccc2ccccc2c1CN1CCN(c2cccc(C(F)(F)F)c2)CC1,-1%,-0.7%
COC(=O)c1ccc(CSc2ccc3nnc(-c4cccnc4)n3n2)o1,-2%,-4.4%
CCc1ccc(Nc2cc(C)nc3ncnn23)cc1,3%,3.6%
Cc1cccc(C(=O)Nc2cccc(Cl)c2C)c1,-3%,4.3%
Cc1cc(N2CCOCC2)n2nc(C)c(-c3ccccc3)c2n1,-6%,3.4%
Cc1c(CCNC(=O)c2ccccc2)c2ccccc2n1Cc1ccccc1,8%,-4.1%
Cc1ccc(NC(=O)C2CCN(S(=O)(=O)c3c(C)n[nH]c3C)CC2)nc1,-4%,1.4%
CCOc1ccc(NC(=O)c2ccccc2OC)cc1,-4%,3.3%
C(=N\Nc1nc(-c2ccccc2)cs1)/c1cccnc1,3%,1.4%
COC(=O)c1ccc(NC(=O)CN2CCOCC2)cc1,1%,-5.3%
Cc1cc(C)n(C(=O)CCCC(=O)n2nc(C)cc2C)n1,-9%,-0.1%
Cc1ccc(-c2csc(N(CCCN3CCOCC3)C(=O)c3ccco3)n2)cc1,-7%,-4.5%
COc1cccc(-n2c(C=C3C(=O)N(C(C)C)c4ccccc43)nc3ccccc3c2=O)c1,2%,4.3%
CC(C)(C)c1ccc(OCC(=O)Nc2ccc(NC(=O)c3ccco3)cc2)cc1,5%,0.5%
CCCn1c(Nc2nc3ccccc3n2C)nc2ccccc21,-2%,2.5%
COCCN1C(=O)c2ccccc2C(C(=O)NCCCN2CCCC2=O)C1c1c[nH]c2ccccc12 (centres undefined),-4%,-3.9%

# In the list so far, two contain an NH in an aromatic ring:
SMILES,MKP-3 inhibition,Hsp70 inhibitors
Cc1ccc(NC(=O)C2CCN(S(=O)(=O)c3c(C)n[nH]c3C)CC2)nc1,-4%,1.4%
COCCN1C(=O)c2ccccc2C(C(=O)NCCCN2CCCC2=O)C1c1c[nH]c2ccccc12 (centres undefined),-4%,-3.9%

# Filtered by structure, the entries above with a Cl atom
SMILES,MKP-3 inhibition,Hsp70 inhibitors
O=C1c2oc3ccc(Cl)cc3c(=O)c2C(c2cccc(Br)c2)N1CCO (centres undefined),-2%,-3.3%
Cc1cccc(C(=O)Nc2cccc(Cl)c2C)c1,-3%,4.3%

# Other records
SMILES,MKP-3 inhibition,Hsp70 inhibitors
Cc1cc(Cl)c(S(=O)(=O)N2CC(C)OC(C)C2)cc1OCC(N)=O (centres undefined),0%,0.4%
Cn1nnnc1SCCNCc1ccncc1,-8%,-2.4%
O=C(NCCc1ccccc1F)C1CC(=O)N(c2ccc(Br)cc2)C1 (centres undefined),3%,2.4%
CCn1c2ccccc2c2cc(CN3CCN(C(=O)CC(C)C)CC3)ccc21,3%,-0.3%
CN1CCN(c2ccc(Cl)cc2NC(=O)C2COc3ccccc3O2)CC1 (centres undefined),4%,-4.8%
COc1ccc(C(=O)NC(Nc2ccc(Cl)cc2)C(Cl)(Cl)Cl)cc1OC (centres undefined),1%,0.4%
CC1CCC(=C(C#N)C(=O)Nc2cccc(Cl)c2)CC1 (centres undefined),.,-6.0%
O=C(c1cccnc1)N1CCN(c2ccc(F)cc2)CC1,-5%,3.8%
COc1ccc(/C=C2\SC(=S)NC2=O)cc1C,6%,-0.6%
Cc1ccccc1C(=O)Nc1ccccn1,.,3.5%
COc1ccc(-c2ccc(-c3nnn(CC(=O)N4CCOCC4)n3)cc2)cc1,-1%,1.9%
CC1CCCN(C(C(=O)Nc2ccc3c(c2)OCCO3)c2ccccc2)C1 (centres undefined),0%,7.4%
COc1ccccc1N1CCN(C(=O)C(Sc2ccccc2)c2ccccc2)CC1 (centres undefined),7%,-0.1%
CCOC(=O)N1CCN(C(=O)CSCc2nc(-c3ccccc3C)oc2C)CC1,7%,0.5%
CCSC(=Nc1ccccc1)C1=C(O)COC1=O,-8%,-5.3%
COc1ccc(C(=O)CN2C(=O)c3ccccc3C2=O)c(OC)c1C,-16%,-1.9%
C=C(C)Cn1c(-c2cccc([N+](=O)[O-])c2)n[nH]c1=S,0%,1.6%
CCN(CC)c1ncnc2ccc(Br)cc12,.,-3.0%
O=C(c1ccc(Cl)cc1)c1ccccc1C(=O)n1nnc2ccccc21,4%,-2.5%
COc1ccc(-c2nnc(NC(=O)c3ccc(S(=O)(=O)N4CCCc5ccccc54)cc3)o2)cc1,-12%,0.9%
Cn1c(=O)oc2cc(S(=O)(=O)NCCc3ccccc3)ccc21,-7%,-0.6%
Cc1cccc(NC(=O)CSc2cc(Cl)ccc2Cl)c1,-5%,6.3%
C=CCn1c(SCC(=O)OCC)nnc1-c1ccc([N+](=O)[O-])cc1,0%,-1.8%
O=C(Nc1cccc(-c2cn3ccccc3n2)c1)c1cnccn1,-4%,5.4%
NNc1nc(N2CCCCC2)nc(N2CCCCC2)n1,-2%,3.1%
O=C(COc1ccccc1)N1CCN(C(=O)Cc2ccccc2)CC1,-3%&3%,-2.5%&3.6%
CCOc1ccccc1N(CC(=O)NC1CCCCC1)C(=O)CCCC(=O)Nc1ccccn1,-2%,-2.1%
OCCNC(=S)Nc1ccc2nc(-c3ccccc3)c(-c3ccccc3)nc2c1,5%,3.6%
Cc1ccc(/C(O)=C2/C(=O)C(=O)N(CCCCCC(=O)O)C2c2ccc(F)cc2)cc1 (centres undefined),1%,0.2%
O=[N+]([O-])/C=C/c1ccc(-c2ccc(Cl)cc2)o1,7%,-0.9%
CC(=O)c1ccc(OCCN2CCOCC2)cc1,.,-0.9%
O=C(NC(CS)C(=O)O)c1cncc(O)c1 (centres undefined),-1%,2.7%
Cc1ccc(/C=C2/SC(=S)NC2=O)s1,8%,7.3%
COc1cc(/C(C)=N/N2CCN(Cc3cccc4ccccc34)CC2)ccc1O,4%,0.8%
O=C(NCCO)/C(=C\c1cccs1)NC(=O)c1ccccc1,3%,3.9%
O=C(C(c1ccccc1)c1ccccc1)N1CCN(Cc2ccc(F)cc2)CC1,3%,-0.7%
CN(CC(=O)Nc1ccccc1Cl)C(=O)COC(=O)CNC(=O)c1ccc(Br)o1,-2%,-2.1%
CCC1CCc2c(sc(NC(=O)c3ccoc3C)c2C(N)=O)C1 (centres undefined),1%,-3.7%
Cc1cccc(NC(=O)c2ccc(-c3ccc(C)c(Cl)c3)o2)c1,8%,-0.4%
Cc1cc(C)n(-c2nc(NCc3cccnc3)c3c4c(sc3n2)COC(C)(C)C4)n1,2%,2.6%
CCCCOc1ccc(C(=O)OCCN2CCCCC2)c(O)c1,0%,0.6%
C=CCN1C(=O)/C(=C/c2ccc(Br)cc2)S/C1=N\c1nnc(CC)s1,3%,0.2%
COC(=O)c1cc(Br)c(=O)n(Cc2ccco2)c1,-9%,0.9%
C=CCSc1nc(N)c(C(=O)Nc2ccccc2OC)cc1C(=O)Nc1ccccc1,.,-2.6%
CC(=O)c1cccc(NC(=O)c2ccc([N+](=O)[O-])c(C)c2)c1,5%,4.4%
CCC(C)(C)NC(=O)C(c1ccccc1F)N(Cc1ccco1)C(=O)Cn1nnc2ccccc21 (centres undefined),-12%,3.5%
CCC(=O)N1CCc2cc(S(=O)(=O)CCC(=O)NCc3ccc4c(c3)OCO4)ccc21,-9%,1.9%
Cc1cc(C)c(NC(=O)CN2CCN3CCCC3C2)c(C)c1 (centres undefined),-10%,3.1%
Cc1c(C(=O)NCc2cccnc2)oc2c1C(=O)CC(C)(C)C2,-8%,2.9%
CC(=O)N1c2ccccc2-c2c(sn(-c3ccc(C)cc3)c2=S)C1(C)C,-2%,-0.3%

# (list continues)
SMILES,MKP-3 inhibition,Hsp70 inhibitors
Cc1cc(OCC(=O)NCCCN(C)C)cc(C)c1Br,-2%,8.4%
Cc1ccc(OCC(=O)Nc2cccc(C)n2)c(C)c1,-4%,7.3%
c1ccc(C2(c3ccccc3)OCC(Cn3cncn3)O2)cc1 (centres undefined),4%,-4.5%
O=C(Nc1ccc(Cl)cc1)C(=O)NC1CCCC1,-1%,-0.3%
O=C(COc1ccc(Cl)cc1Cl)NCc1ccco1,-7%,9.6%
O=C(c1cnn2c(C(F)F)cc(C3CC3)nc12)N1CCc2ccccc2C1,-11%,1.9%
CC(=O)c1cccc(NC(=O)c2cc(C)no2)c1,-6%,-4.9%
O=C1c2ccccc2-c2onc3ccc(Oc4ccc(Cl)cc4)c1c23,92%*,29%
O=C1CC(c2ccccc2)CC2=C1C(c1ccco1)Nc1ccccc1N2 (centres undefined),0%,1.3%
COc1ccc(OC)c(C2NC(=S)NC(C)=C2C(=O)Nc2cc(Cl)ccc2C)c1 (centres undefined),4%,-0.1%
C/C(CC1(O)C(=O)N(Cc2ccccc2)c2ccccc21)=N\O (centres undefined),-2%,2.0%
O=c1n(Cc2ccccc2)c2cc(Cl)cnc2n1Cc1ccccc1,0%,-2.4%
O=C(Nc1ccc(N2CCCCC2)cc1)c1ccc(-c2ccccc2[N+](=O)[O-])o1,5%,-5.1%
COc1ccc(CC(=O)Nc2cc(C(=O)O)cc(C(=O)O)c2)cc1OC,0%,-7.6%
N#CCCN1CCN(S(=O)(=O)c2ccc(S(=O)(=O)NC3CCCC3)cc2)CC1,-6%,-0.2%
COc1ccc(-c2nc3ccccn3c2NCc2ccc3c(c2)OCO3)cc1,.,-0.5%
COCc1nc(-c2ccc(-c3ccc(OC)cc3)nc2OC)no1,0%,-2.7%
O=[N+]([O-])c1ccc(OCCCCCN2CCCCC2)cc1,0%,4.1%
O=C(COc1ccccc1)Nc1nnc(-c2ccccc2)o1,-2%,.
O=C(CCn1c(=O)oc2ccccc21)Nc1ccc2c(c1)OCCO2,4%,.
CCCCOc1ccc(C2C(=O)N(C3CCCCC3)CC(=O)N2CC2CCCO2)cc1 (centres undefined),.,-1.0%
CC(CN(C)Cc1ccccc1)OC(=O)C1COc2ccccc2O1 (centres undefined),-8%,5.6%
Cc1c(Cc2ccccc2)c(=O)oc2c(C)c(OCc3nn[nH]n3)ccc12,-3%,0.8%
CC(C)c1ccc(NC(=O)CCNS(=O)(=O)c2cccc3nonc23)cc1,2%,2.1%
CC(=O)Nc1ccc(NC(=S)Nc2ccccc2)cc1,4%,0.4%
CCOc1ccc(-n2c(Cc3cc(=O)[nH]c(=O)[nH]3)nnc2SC(C)C)cc1,-5%,-4.3%
O=S(=O)(Nc1nnc(-c2ccccc2)s1)c1ccc(Cl)cc1,-8%&2%,-37%&-28%
O=C(CSc1ccc2c(c1)OCCO2)NCc1ccco1,-16%,7.3%
O=C(Nc1nc2ccc(S(=O)(=O)N3CCCCC3)cc2s1)c1ccncc1,4%,3.7%
CCOC(=O)c1c(C)[nH]c(C(=O)OCC(=O)N2CCc3ccccc32)c1C,-9%,-0.8%
COc1cc2c(=O)n(-c3ccc(C)cc3)c(=O)n(CC(=O)c3ccc4c(c3)OCO4)c2cc1OC,-5%,-0.4%
COCCn1c(SCC(=O)Nc2nnc(C)s2)nnc1-c1c[nH]c2ccccc12,-6%,1.5%
Nc1nonc1C(=O)NCCNCc1c(OCc2ccccc2F)ccc2ccccc12,.,-0.5%
COc1ccccc1CNC(=O)C(=O)Nc1ccc(C)c(C)c1,2%,0.7%
CCOc1ccc(C(=O)Nc2cc(C)on2)cc1,-11%,-0.3%
CN(C1CCCCC1)S(=O)(=O)c1ccc2c(c1)c(=O)c(C(=O)NCCN1CCCC1)cn2C,1%,9.6%
Cn1cnnc1Sc1cc(N2CCN(CCO)CC2)ccc1[N+](=O)[O-],0%,-1.2%
N=c1sc2ccccc2n1-c1ccccc1,-4%,0.4%
CCc1c(C)sc(NC(=O)CCc2ccccc2)c1C(N)=O,2%,-5.0%

# Among those listed so far, two have a cyano group.
SMILES,MKP-3 inhibition,Hsp70 inhibitors
CC1CCC(=C(C#N)C(=O)Nc2cccc(Cl)c2)CC1 (centres undefined),.,-6.0%
N#CCCN1CCN(S(=O)(=O)c2ccc(S(=O)(=O)NC3CCCC3)cc2)CC1,-6%,-0.2%

# Some of the compounds tested; count on the stated rates, not on these rows.
